Growth percent in the NCI-60 one-dose screen (48 h, 10 µM unless noted): 100 = growth as untreated, 0 = no growth, -100 = all killed.
HL-60(TB) – HL-60(TB) leukemia cells; 78,000 compounds, 9% hits; AID 1794776; active = growth percent below 10
* marks the source's active call; other numbers are inactive results; & = joins results of further samples.

The first seven entries, ahead of the listing:
COc1ccc(C(C)=O)cc1CSC(=S)N1CCSCC1 was read as HL-60(TB) 98.0.
`O=S(=O)(NCCCNc1nccc(-n2cnc3ccccc32)n1)c1ccc(Br)cc1` gave HL-60(TB) 99.8.
COc1cc2c(Nc3ccc(S(N)(=O)=O)cc3)ncnc2c(OC)c1OC was read as HL-60(TB) 91.5.
Screening COC(=O)c1ccc2c(c1)C(=O)N(c1ccc(S(N)(=O)=O)cc1)C2=O returned HL-60(TB) 89.2.
For NS(=O)(=O)c1ccc(-n2nc(CCCNC(=O)Nc3ccc(C(F)(F)F)cc3)cc2-c2ccccc2)cc1 the results were HL-60(TB) 98.8.
Screening Nc1cccc2ccc(S(=O)(=O)O)cc12 returned HL-60(TB) 74.3&107.5.
`O=C(O)c1ccccc1-c1c2cc(Br)c(=O)cc-2oc2[c]([Hg])c(O)c(Br)cc12` gave HL-60(TB) 117.8.

Main list (from the top)
COc1ccc(C(C)=O)cc1CSC(=S)N1CCSCC1 was read as HL-60(TB) 98.0.
`O=S(=O)(NCCCNc1nccc(-n2cnc3ccccc32)n1)c1ccc(Br)cc1` gave HL-60(TB) 99.8.
COc1cc2c(Nc3ccc(S(N)(=O)=O)cc3)ncnc2c(OC)c1OC was read as HL-60(TB) 91.5.
Screening COC(=O)c1ccc2c(c1)C(=O)N(c1ccc(S(N)(=O)=O)cc1)C2=O returned HL-60(TB) 89.2.
For NS(=O)(=O)c1ccc(-n2nc(CCCNC(=O)Nc3ccc(C(F)(F)F)cc3)cc2-c2ccccc2)cc1 the results were HL-60(TB) 98.8.
Screening Nc1cccc2ccc(S(=O)(=O)O)cc12 returned HL-60(TB) 74.3&107.5.
`O=C(O)c1ccccc1-c1c2cc(Br)c(=O)cc-2oc2[c]([Hg])c(O)c(Br)cc12` gave HL-60(TB) 117.8.
Screening CCOC(=O)C=C(C)C returned HL-60(TB) 97.6.
`CCCCCCc1ccc(O)c(Cl)c1` gave HL-60(TB) 123.6.
`COc1ccc(Cn2cc3c(c2-c2cc(OC)c(OC)c(OC)c2)CCc2cnoc2-3)cc1[N+](=O)[O-]` gave HL-60(TB) 11.0.
Nc1ccc([N+](=O)[O-])cc1Cl was read as HL-60(TB) 58.6.
COc1ccc(CCN2C(=O)C(C)(C)SC2=S)cc1OC was read as HL-60(TB) 105.8.
For COc1ccc(/C=C2\SC(=Nc3ccc(F)cc3)NC2=O)c(OC)c1 the results were HL-60(TB) 106.3.
Cc1ccc(/C=C/C(=O)c2c(O)c3ccccc3oc2=O)cc1 was read as HL-60(TB) 79.5.
Screening Cc1ccc(-c2[nH][nH]c(=O)c2-c2nc3ccccc3s2)cc1 returned HL-60(TB) 101.2.
Screening CCCCN(CCCC)C(=N)c1c2ccccc2nc2ccccc12 returned HL-60(TB) 103.9.
O=C(/C=C\c1ccc2c(c1)OCO2)/C=C/c1ccc2c(c1)OCO2 was read as HL-60(TB) 42.8.
For O=S(=O)(NCCCNc1nccc(-c2[nH]c(-c3ccccc3)nc2-c2ccc(F)c(O)c2)n1)c1cccc2ccccc12 the results were HL-60(TB) 59.4.
`Cc1cc2nnc(-c3ccccc3)n2c(SCc2ccccc2)n1` gave HL-60(TB) 95.9.
Screening COc1ccc2nc(N)c3c4ccccc4cn3c2c1 returned HL-60(TB) 94.6.
Screening Cc1csc(NC(c2ccc(Br)cc2)c2c(C)nc3ccccn23)n1 (stereo unspecified) returned HL-60(TB) 102.5.
`O=C(CN1CCOCC1)Nc1ccc2ncnc(Nc3ccc(Oc4cccc(C(F)(F)F)c4)c(Cl)c3)c2c1` gave HL-60(TB) 70.1.
Screening COc1ccc(C(=O)C(NCCO)c2ccccc2)cc1 (stereo unspecified) returned HL-60(TB) 94.0.
Screening CCOC(=O)/C=C1\S/C(=N\Nc2cc(=O)[nH]c3ccc(C)cc23)N(c2ccccc2)C1=O returned HL-60(TB) 98.3.
`O=C(Nc1ncn[nH]1)c1ccccc1-c1ccccc1C(=O)Nc1ncn[nH]1` gave HL-60(TB) 101.0.
`CNC1CCc2c(sc(NC(=O)c3ccc(C(C)(C)C)cc3)c2C(N)=O)C1` (stereo unspecified) gave HL-60(TB) -69.3*.
`COc1cc(O)cc(C(=O)c2ccccc2)c1S(=O)(=O)O` gave HL-60(TB) 112.5.
O=C(NC1CC1)c1ncc(-c2ccc(C(F)(F)F)cc2)c(NC2CCCCCC2)n1 was read as HL-60(TB) 96.3.
`O=C1/C(=C\c2ccccc2)C2OCC=C3CN4CCC56c7ccccc7N1C5C2C3CC46` (stereo unspecified) gave HL-60(TB) 70.4.
`CCCOc1ccc(C(N)=S)cc1` gave HL-60(TB) 109.7.

Sorted by formula weight (low to high): four of the compounds above
Screening COc1ccc(C(=O)C(NCCO)c2ccccc2)cc1 (stereo unspecified) returned HL-60(TB) 94.0.
`O=C(Nc1ncn[nH]1)c1ccccc1-c1ccccc1C(=O)Nc1ncn[nH]1` gave HL-60(TB) 101.0.
`CNC1CCc2c(sc(NC(=O)c3ccc(C(C)(C)C)cc3)c2C(N)=O)C1` (stereo unspecified) gave HL-60(TB) -69.3*.
`O=C(CN1CCOCC1)Nc1ccc2ncnc(Nc3ccc(Oc4cccc(C(F)(F)F)c4)c(Cl)c3)c2c1` gave HL-60(TB) 70.1.

(next part)
Screening O=C(Nc1cccc(-n2ccc3c(NC(=O)c4ccccc4)nccc32)c1)c1ccc(N2CCOCC2)c(C(F)(F)F)c1 returned HL-60(TB) -7.2*.
Screening COc1cccc(-c2nc(N)n(-c3nc4ccccc4s3)n2)c1 returned HL-60(TB) 100.2.
`CCCCNC(=O)NOC1OC(CO)C(O)C(O)C1O` (stereo unspecified) gave HL-60(TB) 85.1.
COC(=O)[C@H]1CCCN1C(=O)C1CCCN1C(=O)[C@H](Cc1ccccc1)NC(=S)Nc1cc(C(F)(F)F)cc(C(F)(F)F)c1 (stereo partly specified) was read as HL-60(TB) 88.4.
COc1ccc(SC2c3ccc(C)cc3Oc3nc(N)c(C#N)c(N)c32)cc1 (stereo unspecified) was read as HL-60(TB) -53.4*.
`CCCCOc1ccc(NC(=O)Nc2nnc(C)s2)cc1` gave HL-60(TB) 80.7.
Screening CCOC(=O)/C=c1\sc2n(c1=O)NC1C(N=2)N(C)C(=O)N1C (stereo unspecified) returned HL-60(TB) 97.1.
O=C(O)c1cc2ccccc2cc1Nc1ccccc1 was read as HL-60(TB) 93.3.
Screening O=C1C[C@H](c2ccco2)Cc2ccccc2O1 returned HL-60(TB) 100.3.
`COc1ccc(C2OC(c3ccc(Oc4nnnn4-c4ccccc4)cc3)=NN2C(C)=O)cc1` (stereo unspecified) gave HL-60(TB) 103.2.
Screening N#C/C(=C/c1ccc(Cl)cc1)c1[nH]n2cc(-c3ccccc3)nc2c1C#N returned HL-60(TB) 100.7.
Screening Cc1ccc(S(=O)(=O)Nc2ccc3[nH]ccc3c2)cc1 returned HL-60(TB) 95.1.
`C=C1CC[C@@H]2[C@](C)(COC(C)=O)[C@H](OC(C)=O)CC[C@@]2(C)[C@@H]1CC(Nc1ccc(S(=O)(=O)Nc2ncccn2)cc1)C1=CCOC1=O` (stereo partly specified) gave HL-60(TB) -17.2*.
Screening FC(F)(F)c1nn(-c2ccccc2)c2c1-c1ccccc1CS2 returned HL-60(TB) 100.1.
For CNC(=O)Oc1cccc2cccnc12 the results were HL-60(TB) 85.5.
`COC(=O)[C@@H](C)C[C@H](Cc1ccccc1)NC(=O)c1csc([C@@H](C[C@H](C(C)C)N(C)C(=O)C2(NC(=O)[C@H]3CCCCN3C)CCC2)OC(C)=O)n1` gave HL-60(TB) -51.8*.
COc1ccc(Cl)[n+]([O-])n1 was read as HL-60(TB) 106.1.
CCSc1nc(-c2cc(OC)ccc2OC)cc(-c2ccc(Cl)cc2)c1C#N was read as HL-60(TB) 112.9.
For CC1=CC(C)(C)OC(=O)C1 the results were HL-60(TB) 109.3.
Screening CCOC=Nc1c(C(=O)Nc2ccccc2)oc2ncccc12 returned HL-60(TB) 89.1.
For COc1ccc(C2CC(c3ccc(Nc4ccnc5cc(Cl)ccc45)cc3)=NN2C=O)cc1 (stereo unspecified) the results were HL-60(TB) -42.6*.
Screening CC1(C)CC[C@]2(C(=O)O)CC[C@]3(C)C(=CC[C@@H]4[C@@]5(C)C[C@@H](Cc6cn([C@@H]7O[C@H](CO)[C@@H](O)[C@H](O)[C@H]7O)nn6)[C@H](O)C(C)(C)[C@@H]5CC[C@]43C)[C@@H]2C1 returned HL-60(TB) 93.4.
COc1ccc(-c2nnc3c(/C=C/c4cccc([N+](=O)[O-])c4)nc4ccccc4n23)cc1 was read as HL-60(TB) 94.6.
For C[C@@H](N)[C@@H](O)c1ccccc1 the results were HL-60(TB) 127.9.
`COc1cc(-c2cc(-c3ccc([N+](=O)[O-])cc3)nc3nc(NN)[nH]c(=O)c23)cc(OC)c1OC` gave HL-60(TB) 87.6.
For CCc1ccc(C2=C(O)C(=O)C(c3ccc(CC)cc3)=C(O)C2=O)cc1 the results were HL-60(TB) -57.6*.
O=C(/C(=N/Nc1ccccc1)c1ccccc1)c1ccccc1 was read as HL-60(TB) 136.1.
Screening O=C1CCC/C=C\C[C@H]2C=CC(=O)/C2=C/C[C@H](C/C=C\CC(F)(F)F)O1 returned HL-60(TB) -16.6*.
NC1=NN(c2ccccc2)C(=O)/C1=C\n1c(=S)[nH]c2ccccc21 was read as HL-60(TB) 100.6.
For CC(C)(N)c1cn(-c2cccc(Cl)c2)nn1 the results were HL-60(TB) 97.3.
Screening Nc1sc2c(c1-c1nnc(-c3ccc(Br)cc3)o1)CCCC2 returned HL-60(TB) 97.8.
Nc1nc2c(nc(Br)n2[C@@H]2O[C@H](CO)[C@@H](O)[C@H]2O)c(=O)[nH]1 was read as HL-60(TB) 98.8.
Screening CC1=C(c2cc3ccccc3c3ccccc23)CCCC1 returned HL-60(TB) 69.6.
CC(=O)N1N=C(c2ccc(Cl)cc2)CC1c1cn(-c2ccccc2)nc1-c1ccc(OCc2ccccc2)cc1 (stereo unspecified) was read as HL-60(TB) 113.2.
`COc1ccc(C2=NNC(=O)C3(CCCCC3)C2)cc1` gave HL-60(TB) 99.1.
CC#CCOCC1CNC(=O)O1 (stereo unspecified) was read as HL-60(TB) 100.4.
`O=C(Cn1cc(CN2C(=O)c3ccc([N+](=O)[O-])cc3C2=O)nn1)Nc1ccc([N+](=O)[O-])cc1` gave HL-60(TB) 96.6.
CCC(=O)c1c(Cl)c(Cl)c(Cl)c(Cl)c1C(=O)O was read as HL-60(TB) 95.2.
c1ccc(Cn2cc3c(c2-c2ccccc2)CCCc2cnoc2-3)cc1 was read as HL-60(TB) 104.9.
`C#CCN1C(=O)c2ccccc2N(CC#C)C12CCN(Cc1cn(Cc3nc4ccccc4c(=O)[nH]3)nn1)CC2` gave HL-60(TB) 105.7.
`CC(C)(Br)C(=O)C(C)(C)Br` gave HL-60(TB) 99.3.
For C[C@@H](O)CC(C)(C)O the results were HL-60(TB) 114.1.
For COc1cccc(-c2nn(C(C)(C)C)cc2-c2ccnc(NCCNS(=O)(=O)c3ccc(C)cc3)c2)c1 the results were HL-60(TB) 96.7.
`CC(=O)C1=C(C)NC(NN)=NC1c1ccc([N+](=O)[O-])cc1` (stereo unspecified) gave HL-60(TB) 103.3.
`c1ccc2[nH]ccc2c1` gave HL-60(TB) 102.5.
CN(C)c1ccc(-c2cc(-c3ccc(Nc4nc(Nc5ccc(Cl)cc5)nc(Nc5ccc(Cl)cc5)n4)cc3)nc(N)c2C#N)cc1 was read as HL-60(TB) 68.0.
Screening COC(=O)c1c(O)cc(OC)cc1O returned HL-60(TB) 100.0.
`CN(Cc1ccccc1)c1ccccc1` gave HL-60(TB) 109.5.
For COc1ccc(-c2nn(-c3cccc(Cl)c3)cc2C=C2C(N)=NN=C2N)cc1 the results were HL-60(TB) 101.1.
Screening C=C(C)[C@H]1CC2=C(C(=O)OC)C=C(O2)[C@@H]2C[C@@]2(C)[C@H]2C=C(C(=O)O2)[C@H](O)C1 returned HL-60(TB) 99.2.
CCCN(CCC)CC(=O)c1ccc(I)cc1 was read as HL-60(TB) 107.2.
`CC(=O)Nc1ccc(/C=C(\C#N)c2ccc(C)cc2)cc1` gave HL-60(TB) 99.1.
For COc1ccc(C2=C(Nc3ccc(C(=O)Nc4ccc(Cl)cc4)cc3)C(=O)N(C)C2=O)cc1 the results were HL-60(TB) 65.4.
`CCn1c(SCC(=O)N/N=C/c2ccc(Cl)cc2)nc2c1c(=O)n(C)c(=O)n2C` gave HL-60(TB) 111.6.
For Cc1cccc(/C=C2\N=C(c3ccccc3)N(c3ccc(S(N)(=O)=O)cc3)C2=O)c1 the results were HL-60(TB) 92.7.
C#CCNc1ccc(C(=O)OCC)cc1 was read as HL-60(TB) 86.8.
CCc1ccccc1NC(=O)/C(C#N)=C/c1ccc(OC)cc1 was read as HL-60(TB) 137.9.
CCOC(=O)c1cc(C(N)=O)n2c1ccc1c3ccccc3ccc12 was read as HL-60(TB) 104.7.
`O=S(=O)(Oc1ccccn1)c1ccc(Br)cc1` gave HL-60(TB) 108.3.
ClCC(Cl)(Br)CBr (stereo unspecified) was read as HL-60(TB) 108.4.
`OC1CCCCC1O` (stereo unspecified) gave HL-60(TB) 102.4.
COc1cc(/C=C/C(=O)c2nnn(-c3ccc(Cl)cc3)c2C)cc(OC)c1OC was read as HL-60(TB) -5.4*.
Screening COc1ccc(Cc2nn(CC(=O)N/N=C/c3ccc(C)cc3)c(=O)c3c(C)noc23)cc1 returned HL-60(TB) 107.3.
Cc1cc(-c2ccc(N=Nc3c(S(=O)(=O)O)cc4cc(S(=O)(=O)O)cc(O)c4c3O)c(C)c2)ccc1N=Nc1c(S(=O)(=O)O)cc2cc(S(=O)(=O)O)cc(O)c2c1O was read as HL-60(TB) 119.0.
Screening COC(=O)C(=Cc1ccccc1[N+](=O)[O-])C(=O)OC returned HL-60(TB) -48.0*.
Screening CCn1cnc2c1c(=O)[nH]c(=O)n2Cc1ccc(CNS(=O)(=O)c2ccc(OC3CCOCC3)c(F)c2)cc1 returned HL-60(TB) 60.7.
`BrC1(Br)C2CC/C=C\CCC21` (stereo unspecified) gave HL-60(TB) 98.7.
C=C1C(=O)O[C@H]2[C@H]1CC/C(COC(=O)c1ccccc1)=C\CC[C@@]1(C)O[C@@H]21 was read as HL-60(TB) -59.5*.
COc1cc2nc(N3CCCC3)nc(NCc3ccccc3)c2cc1OC was read as HL-60(TB) -47.8*.
For CC(=O)c1cc2c(cc1Cl)C(C)(C)CCC2(C)C the results were HL-60(TB) 101.6.
For CNC(=S)NC the results were HL-60(TB) 106.3.
For NC(=O)/C(=C\c1ccc([N+](=O)[O-])o1)c1ccco1 the results were HL-60(TB) 92.5.

Source: PubChem (NCI)

Not all compounds are listed. The share of hits here may be higher or lower than overall.
